Compound activity from PubChem BioAssay.
All columns: NCI-60 one-dose screen, growth in % after 48 h at 10 µM unless noted; 100 = growth as untreated, 0 = no growth, -100 = all killed.
NCI-H23: NCI-H23 lung cancer; 4% of 80,000 active
RXF 393: RXF 393 renal cancer cells. 6.9% of 77,000 active. AID 1794773
NCI-H460: NCI-H460 lung cancer | 6.8% of 82,000 active | AID 1794736
A498: A498 renal cancer cells | 5.4% of 76,000 active
COLO 205: COLO 205 colon cancer | 7.3% of 79,000 active
NCI-H522: NCI-H522 lung cancer; AID 1794739; 8% of 78,000 active
NCI-H226: NCI-H226 lung cancer. 3.5% of 79,000 active
NCI-H322M: NCI-H322M lung cancer. AID 1794733. 2.7% of 80,000 active
HT29: HT29 colon cancer; 7.4% of 81,000 active; AID 1794748
The depositor's hits bear a star; / = no result given; & = joins results of further samples; [ ] = remark or other dose. How the source made its calls: active means growth percent below 10; inactive means the rest.

SMILES	NCI-H23	RXF 393	NCI-H460	A498	COLO 205	NCI-H522	NCI-H226	NCI-H322M	HT29
COc1cc(/C=C2\N=C(c3ccccc3)N(c3ccc(S(N)(=O)=O)cc3)C2=O)cc(OC)c1OC	99.7	81.0	84.8	101.2	107.6	77.3	84.8	91.6	94.3
CCCCCc1ccc(S(=O)(=O)Nc2cc(-c3csc(NC(=O)CN4CCN(C)CC4)n3)ccc2N2CCN(C)CC2)cc1	45.1	/	-56.0*	73.1	-51.2*	-39.5*	71.8	6.2*	-25.3*
Cc1ccc(S(=O)(=O)OCCn2ccc3ccccc3c2=O)cc1	101.2	113.5	104.9	84.5	112.8	99.6	112.0	98.9	113.8
CC(=O)CSc1nc2sc3c(c2c(=O)n1-c1ccccc1)CCC(C)C3 (stereo unspecified)	91.4	106.0	108.3	94.5	116.6	87.6	99.6	94.3	83.1
CCCCN(CCCC)C(C)C(=O)c1ccc2cc(Br)c3ccccc3c2c1 (stereo unspecified)	97.0	113.8	104.0	126.7	111.6	87.8	102.4	92.6	79.3
COc1cccc(C(C#N)NCCCNC(C#N)c2cccc(OC)c2OC)c1OC (stereo unspecified)	110.0	98.6	117.8	127.2	101.9	104.5	105.4	120.3	/
Cc1ccc(S(=O)(=O)OCCN(CCOS(=O)(=O)c2ccc(C)cc2)c2c[nH]c(=O)[nH]c2=O)cc1	107.5	106.2	114.1	117.3	115.2	125.0	99.2	105.5	99.7
NS(=O)(=O)c1ccc(Nc2nc(Nc3ccccc3)nc3n[nH]c(=O)n23)cc1	106.2	99.4	104.8	97.0	118.3	95.7	106.7	106.7	105.9
CC(C)=CCC/C(C)=C/COc1c2c(cc3occc13)OC1(C=C2)OC(CC/C(C)=C/COc2c3ccoc3cc3oc(=O)ccc23)C(C)(C)O1 (stereo unspecified)	88.3	90.3	107.2	94.6	114.5	/	71.8	89.9	90.2
CC1=CC2N=NN(Cc3cccc(NC(=O)CCC(=O)O)c3)C2C=C1C (stereo unspecified)	104.0	124.9	106.6	86.1	112.3	101.5	105.0	107.6	108.4
CC(=O)C(N=Nc1ccc(-c2ccc(N=NC(C(C)=O)C(=O)Nc3ccc(C)cc3C)c(Cl)c2)cc1Cl)C(=O)Nc1ccc(C)cc1C (stereo unspecified)	96.1	/	110.8	131.1	120.4	93.2	86.9	92.6	114.2
CCOC(=O)C(N)Cc1cc(I)c(O)c(I)c1 (stereo unspecified)	102.0&99.5	112.2&104.8	115.1&108.7	102.7	109.7&108.0	90.7&108.3	96.6&91.6	105.8&112.9	104.0&105.4
CCCC(=O)Nc1cc(C)c(NC(=O)CN(CC)CC)c(C)c1	98.4	104.9	106.9	91.1	98.7	95.8	98.5	102.1	99.9
O=c1[nH]nc(-c2ccc(Cl)cc2)cc1Cc1ccc(O)cc1	124.6	/	105.4	115.8	110.9	111.1	96.8	216.8	119.0
Cc1ccc(S(=O)(=O)NN=C(c2ccc(F)cc2)c2ccc(S(C)(=O)=O)cc2)cc1	97.3	105.7	101.3	98.6	104.5	93.8	93.2	94.3	100.6
C=CC(=O)OCC1CCCO1 (stereo unspecified)	103.8	100.5	101.2	96.8	95.8	81.8	96.4	105.3	88.9
COc1ccc2cc(-c3ccc(-c4ccc(C(=N)N)s4)s3)ccc2c1	0.4*	-25.9*	-59.8*	73.6	-4.4*	-46.7*	97.0	22.6	-70.8*
O=c1oc2c(cnc3ccccc32)cc1-c1ccc([N+](=O)[O-])cc1	97.0	102.2	107.0	/	108.6	94.3	98.8	109.0	101.1
CCOC(=O)c1ccc(Nc2ncnc3ccc(NC(=O)c4cccs4)cc23)cc1	85.9	115.5	86.3	65.5	104.9	84.5	94.6	89.1	91.1
CCCCCCCCN(CCCCCCCC)CC(O)c1ccc(Cl)c(C)c1Cl (stereo unspecified)	65.0	87.6	72.8	70.7	60.5	65.6	94.4	81.8	42.2
O=C1/C(=C/c2cccc(Cl)c2)CCc2ccccc21	101.4	109.9	106.5	/	110.9	/	98.5	98.5	91.2
CCOC(=O)c1cnc2ccc(C)cc2c1Nc1cccc(S(N)(=O)=O)c1	99.7	99.9	107.0	81.2	128.0	98.1	96.7	106.0	113.7
CC(=O)c1ccc(NC(=O)CSc2nnc(-c3ccncc3)n2-c2ccccc2)cc1	101.7	124.3	100.3	91.0	114.2	86.2	96.8	98.6	98.5
Cc1cc(C)n(CC(=O)Nc2ccc(-c3nc4ccccc4s3)cc2)n1	93.8	129.0	102.4	94.6	112.4	102.8	100.2	99.9	108.3
Cc1cc(N=Nc2ccc(-c3ccc(N=Nc4ccc(O)c(C(=O)O)c4)cc3)cc2)c(N)c(N=Nc2ccc(C(=O)O)cc2)c1N	93.4	94.7	116.6	100.5	107.6	85.2	92.4	99.9	76.6

Four entries picked at random from the list so far, as already listed:
SMILES	NCI-H23	RXF 393	NCI-H460	A498	COLO 205	NCI-H522	NCI-H226	NCI-H322M	HT29
O=c1oc2c(cnc3ccccc32)cc1-c1ccc([N+](=O)[O-])cc1	97.0	102.2	107.0	/	108.6	94.3	98.8	109.0	101.1
CC(C)=CCC/C(C)=C/COc1c2c(cc3occc13)OC1(C=C2)OC(CC/C(C)=C/COc2c3ccoc3cc3oc(=O)ccc23)C(C)(C)O1 (stereo unspecified)	88.3	90.3	107.2	94.6	114.5	/	71.8	89.9	90.2
CCCCCCCCN(CCCCCCCC)CC(O)c1ccc(Cl)c(C)c1Cl (stereo unspecified)	65.0	87.6	72.8	70.7	60.5	65.6	94.4	81.8	42.2
COc1cc(/C=C2\N=C(c3ccccc3)N(c3ccc(S(N)(=O)=O)cc3)C2=O)cc(OC)c1OC	99.7	81.0	84.8	101.2	107.6	77.3	84.8	91.6	94.3

More compounds follow.
SMILES	NCI-H23	RXF 393	NCI-H460	A498	COLO 205	NCI-H522	NCI-H226	NCI-H322M	HT29
Clc1cccc(/C=N/Nc2nc(N/N=C/c3cccc(Cl)c3Cl)nc(N3CCCCC3)n2)c1Cl	99.7	111.8	33.8	92.5	90.3	76.6	97.5	90.0	84.3
CC12c3ccccc3C(C)(c3ccccc31)C(NS(=O)(=O)c1ccc(Cl)cc1Cl)C2O (stereo unspecified)	93.7	97.5	80.1	67.6	106.8	88.3	91.4	89.8	97.0
C1CCC(OCC2(COC3CCCCO3)CCCO2)OC1 (stereo unspecified)	101.9	114.7	110.1	99.8	104.0	96.1	100.5	91.5	105.4
COc1cc(C2C=C(c3ccc(Cl)cc3)N=C3SC(C)=CN32)cc(OC)c1OC (stereo unspecified)	93.8	92.6	102.1	86.1	108.8	69.9	96.9	97.3	79.1
CCC1(CC)COP(=O)(OCCN2C(=O)C3C4C=CC(C4)C3C2=O)OC1 (stereo unspecified)	104.6	114.7	106.8	/	108.0	106.3	95.8	109.8	113.7
Cc1cc2nc(-c3ccccc3)c(-c3ccccc3)nc2cc1C	98.2	110.8	101.8	/	119.1	94.9	94.9	112.5	115.5
CCCC(C)OC(=O)/C=C\C(=O)NC(N)=O (stereo unspecified)	97.1	119.2	112.0	115.7	113.0	71.1	107.5	97.9	99.7
CCCC(=O)c1cc(O)c(O)c(O)c1	98.3	96.5	/	/	103.9	84.6	93.9	100.3	99.9
Cc1ccc(C2=NNC(c3cn(-c4ccccc4)nc3-c3cccc(Nc4ccnc5cc(Cl)ccc45)c3)C2)cc1 (stereo unspecified)	70.4	71.0	39.3	62.7	75.8	56.4	84.2	77.5	85.3
Cc1cccc2c1S/C(=C/c1ccc(Cl)cc1)C2=O	83.5	112.1	102.8	108.5	102.6	87.7	83.4	84.9	98.1
CS(=O)(=O)N(c1cc(-c2ccc3ncnc(Nc4cccc(Cl)c4)c3c2)cnc1Cl)S(C)(=O)=O	18.3	-20.1*	14.1	-28.0*	2.1*	19.6	30.1	-1.9*	11.7
CC(C)CN1CC(Br)C(=O)NC1=O (stereo unspecified)	85.6&79.6	112.0&108.9	114.9&109.2	106.2	108.4&111.1	63.1&68.4	93.6&96.9	108.1&115.8	112.5&106.2
CCCCn1c(-c2ccc(-c3nc(-c4ccc5c(c4)OCO5)no3)cc2)nc(-c2ccccc2)c1-c1ccccc1	86.6	109.3	100.1	105.4	108.8	82.4	86.4	98.8	100.2
C=C(c1ccc(C(=O)NCCCn2ccnc2)cc1)c1cc2c(cc1C)C(C)(C)CCC2(C)C	44.0	35.8	13.9	116.5	10.3	10.2	72.3	42.8	16.1
CC(=O)[C@@]1(O)CC[C@H]2[C@@H]3CCC4=CC(=O)CC[C@]4(C)[C@H]3C(=O)C[C@@]21C	101.2	116.6	113.2	107.4	134.0	109.6	113.5	102.0	111.2
CC(=O)c1ccc(Br)c2ccccc12	102.7&104.0	106.6	109.4&103.0	104.3&98.7	108.5&104.1	96.3&100.4	101.0&102.5	146.2	107.9&103.4
CCCCCCCCCNc1ccc(C(=O)O)cc1C(F)(F)F	99.6	109.9	108.3	105.4	123.1	82.4	103.4	104.6	117.5
O=C1NC(c2ccc(C(F)(F)F)cc2)N=C2C(c3ccccc3)=NOC12 (stereo unspecified)	97.5	104.9	109.9	103.9	117.1	86.5	90.8	106.5	88.6
NC(=O)c1cccc(C#CCNC[C@H]2C[C@@H](n3ccc4c(Cl)ncnc43)[C@H](O)[C@@H]2O)c1	99.0	106.9	113.4	94.7	115.5	97.3	99.1	94.2	105.5
c1ccc(CSc2nnc(-c3ccc(-c4nc5ccccc5[nH]4)cc3)o2)cc1	86.2	65.7	80.7	158.6	108.2	83.9	54.1	90.7	102.7
CCOC(=O)c1c(C)csc1NC(=O)CSCC(=O)OC	95.7&110.8	101.2&112.7	112.7&109.3	110.7&103.7	119.1&115.5	99.9&113.5	98.6&96.8	100.3&115.5	112.9&116.9
COc1ccc(/C=C2/SC(N3CCN(c4ccc(Cl)cc4)CC3)=NC2=O)cc1OC	95.2	99.8	99.4	93.8	106.3	89.6	96.3	97.4	90.0
CN1CCC[C@]2(C)[C@H]3CC[C@]4(C)C(=O)/C(=C/c5ccccn5)C[C@H]4[C@@H]3CC[C@@H]12	86.3	85.3	82.6	/	86.9	79.2	92.3	101.0	74.5
CCOC(=O)C1=C(C)N=C2Sc3cccc(OC)c3N2[C@H]1c1ccccn1	86.9	/	105.0	/	102.7	81.2	84.9	96.4	97.3
Clc1ccc(-c2cn3c(n2)SCC3)c(Cl)c1Cl	69.2	90.9	91.6	68.5	98.1	71.4	73.0	108.8	95.7

Full records, quoted from the list. Values in the order: NCI-H23 | RXF 393 | NCI-H460 | A498 | COLO 205 | NCI-H522 | NCI-H226 | NCI-H322M | HT29
NC(=O)c1cccc(C#CCNC[C@H]2C[C@@H](n3ccc4c(Cl)ncnc43)[C@H](O)[C@@H]2O)c1 as listed: 99.0 | 106.9 | 113.4 | 94.7 | 115.5 | 97.3 | 99.1 | 94.2 | 105.5
Cc1cccc2c1S/C(=C/c1ccc(Cl)cc1)C2=O as listed: 83.5 | 112.1 | 102.8 | 108.5 | 102.6 | 87.7 | 83.4 | 84.9 | 98.1
CN1CCC[C@]2(C)[C@H]3CC[C@]4(C)C(=O)/C(=C/c5ccccn5)C[C@H]4[C@@H]3CC[C@@H]12 as listed: 86.3 | 85.3 | 82.6 | / | 86.9 | 79.2 | 92.3 | 101.0 | 74.5

Other entries:
SMILES	NCI-H23	RXF 393	NCI-H460	A498	COLO 205	NCI-H522	NCI-H226	NCI-H322M	HT29
COc1cc(/C=C/c2cc(/C=C/c3cc(OC)c(OC)c(OC)c3)n(-c3ccccc3)n2)cc(OC)c1OC	85.7	76.8	87.6	92.6	82.4	61.9	81.3	79.8	86.1
CC[C@@H](C)OC(=O)c1nn(C(C)=O)c2ccccc12	91.6	99.4	112.0	99.2	108.4	87.1	85.1	107.3	106.6
COc1ccc(-c2cs/c(=N\N=C\c3ccc(Cl)cc3)n2C)cc1	84.5	115.0	93.6	81.1	95.4	79.4	84.7	97.0	86.4
Cc1ccc(C2CC(c3ccc4c(c3)OCO4)=NN2C(N)=S)cc1 (stereo unspecified)	95.5	105.4	103.9	90.9	117.1	/	99.8	108.4	94.0
Nc1nc2c(c(=O)[nH]1)NC(=N[C@@H](Cc1ccccc1)C(=O)O)CN2	97.7	113.5	106.1	92.4	101.9	104.7	97.0	96.1	104.8
C=CCc1cc(C(C)(C)CC(C)(C)C)cc(CN(C)C)c1O	100.0	116.7	104.8	96.2	112.9	101.2	97.1	108.8	114.6
N=C(N)NCCC[C@@H]1NC(=O)c2ccc(nc2)-c2ccc(cn2)NC(=O)CCNC(=O)[C@H](CCCNC(=N)N)NC(=O)[C@H](CCCNC(=N)N)NC(=O)[C@H](CCCNC(=N)N)NC(=O)c2ccc(nc2)-c2ccc(cn2)NC(=O)CCNC(=O)[C@H](CCCNC(=N)N)NC(=O)[C@H](CCCNC(=N)N)NC(=O)[C@H](CCCNC(=N)N)NC(=O)c2ccc(nc2)-c2ccc(cn2)NC(=O)CCNC(=O)[C@H](CCCNC(=N)N)NC(=O)[C@H](CCCNC(=N)N)NC1=O	86.1[4 µM]	99.9[4 µM]	90.0[4 µM]	117.7[4 µM]	/	73.5[4 µM]	88.2[4 µM]	86.3[4 µM]	104.3[4 µM]
CCOC(=O)C(C#N)(Cc1ccc2ccccc2n1)Cc1ccc2ccccc2n1	94.1	117.5	108.1	78.9	97.4	88.7	104.1	109.2	94.3
CCOC(=O)c1c(C)nn(CC(O)c2ccccc2)c1NC(=O)Nc1ccc(F)cc1 (stereo unspecified)	95.9	92.8	92.1	70.0	102.1	82.9	91.6	95.4	101.7
CCOCc1cc(=O)[nH]c(SC)n1	102.4	131.0	111.0	99.3	117.2	96.9	112.6	111.6	99.4
CCN(CC)CCOC(=O)C(C1CCCCC1)C1(O)CCCCCC1 (stereo unspecified)	98.0	96.7	102.4	103.6	98.5	84.4	91.6	98.9	93.7
CC[C@@H](CC[C@@H](C)[C@H]1CC[C@H]2[C@@H]3CC=C4CC(O)CC[C@]4(C)[C@H]3CC[C@]12C)C(C)C (stereo partly specified)	104.8	107.3	106.5	112.1	98.5	/	95.9	94.6	107.2
Cc1ccc2c(n1)C(=O)C(Br)=C(c1ccc(Cl)cc1)C2=O	78.6	97.8	88.4	92.2	33.2	68.3	79.9	94.7	107.9
